CCT chaperon mod: High-Throughput Screening for Modulators of Cytosolic Chaperonin Activity. AID 651819, 2012. purified chaperonin ATPase assay, HTRF ADP detection, 30 min. activity change, % (test concentration not listed), hits read low. 360,000 compounds, 0.3% hits; in the data active = activity change below about -30%; also: % is scaled to controls: 0 for no effect and ±100 for the full control effect
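We incubate TRiC, 40 or 20 nM final, with library compounds at 76 uM and 10 uM ATP for 30 min at 37 °C. ADP formed is detected with Transcreener HTRF reagents after 30 min at room temperature.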
Mm-Cpn inhibitor: Inhibitors of TCP-1 ring complex (TRiC) of Methanococcus maripaludis (MmCpn): qHTS; purified Mm-Cpn ATPase, ADP Transcreener TR-FRET; Potency, µM (highest dose often 76.9 µM), for the others: top-dose activity, negative = inhibition, actives largely listed as inhibitors; 330,000 compounds, 0.031% hits; also: potency is read from the fitted curve at half-maximal effect; % is scaled to controls: 0 for no effect and ±100 for the full control effect; nearly all actives have a fitted effect of over 80% in size
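Purified archaeal Mm-CPN (25nM final) preincubated 10 min at 37degC with compound, then 10uM ATP for 30 min at 37degC; ADP measured by HTRF Transcreener TR-FRET; buffer 30 mM TRIS pH 7.4, 100mM KCl, 5mM MgCl2, 1mM DTT.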
EPAC2 antag: qHTS for Antagonist of cAMP-regulated guanine nucleotide exchange factor 2 (EPAC2): primary screen; 360,000 compounds, 0.18% hits; EPAC2 GEF exchange of Rap1B-BODIPY-GDP, fluorescence; Potency, µM (titrated, usually from 114 µM), for inactives: top-dose activity, negative = inhibition, actives largely listed as inhibitors; also: potency is read from the fitted curve at half-maximal effect; % is scaled to controls: 0 for no effect and ±100 for the full control effect; nearly all actives have a fitted effect of over 45% in size; many of its hits are not listed in these tables
EPAC2 ag: qHTS for Agonist of cAMP-regulated guanine nucleotide exchange factor 4 (EPAC2): primary screen. Rap guanine nucleotide exchange factor 4 (Homo sapiens), Q8WZA2. EPAC2 activation, biochemical qHTS; response scale: 100% = 6.5 mM cAMP response. Potency, µM (titrated, usually from 154 µM), for the others: top-dose activation, actives largely listed as activators. 360,000 compounds, 0.079% hits. AID 720711, 2013; also: potency is read from the fitted curve at half-maximal effect; nearly all actives have a fitted effect of over 50% in size
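qHTS, titration series. 100 nM EPAC2 / 250 nM Rap1B-BODIPY-GDP / 50 uM GDP; RT; ex 480/em 540 nm, 5-min reads to 30 min. Norm. to 6.5 mM cAMP = activation.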
DRD3 agonist: qHTS of D3 Dopamine Receptor Agonist: qHTS. D(3) dopamine receptor (Homo sapiens), P35462. D3R DiscoveRx beta-arrestin cells, luminescence, 90 min. max activation, %. 410,000 compounds, 0.58% hits; in the data active = max activation above about 30%; also: 0% is about no effect; mostly tested at two doses, the higher about 12 µM
Target sequence (P35462 whole entry, looked up): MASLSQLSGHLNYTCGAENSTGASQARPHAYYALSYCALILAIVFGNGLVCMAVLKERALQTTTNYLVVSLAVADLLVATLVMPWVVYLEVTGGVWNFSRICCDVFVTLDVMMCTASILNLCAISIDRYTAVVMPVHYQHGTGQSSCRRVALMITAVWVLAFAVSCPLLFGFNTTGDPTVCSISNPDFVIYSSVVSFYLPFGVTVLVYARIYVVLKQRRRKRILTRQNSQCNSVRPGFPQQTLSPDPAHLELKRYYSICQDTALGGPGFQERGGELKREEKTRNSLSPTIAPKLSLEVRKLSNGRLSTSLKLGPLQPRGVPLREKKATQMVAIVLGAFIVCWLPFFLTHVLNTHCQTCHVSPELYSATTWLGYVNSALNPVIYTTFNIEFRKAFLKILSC
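Cells at 1500/well, incubated overnight, then treated with pinned compounds (dopamine as control) for 90 min at 37 degrees C. DiscoveRx reagent added for 30 - 60 minutes at room temperature; luminescence read.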
pAkt inh: HTS Assay for Inhibitors of Akt Phophorylation: Primary Screen; Neuro2A IGF-stimulated pAkt S473 HTRF, 20 min; active compounds read low; activity change, % for hits at 50 µM; 360,000 compounds, 0.32% hits; AID 651550, 2012; in the data active = activity change below about -80%; inconclusive = mostly about -51% to -80%; also: % is scaled to controls: 0 for no effect and ±100 for the full control effect
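Neuro2A cells (4,500/well, DMEM with 0.5% FBS) were treated with compound at a single 50 µM final concentration, stimulated with 6 nM IGF for 20 min at 37 °C, and lysed. Phospho-Akt Ser473 was read by HTRF as 665/615 ratio ×10^4.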
PTHR1 ag: qHTS for PTHR1 Agonists: Primary Screen; Parathyroid hormone/parathyroid hormone-related peptide receptor (Homo sapiens), Q03431; HEK293 GP2 PTHR1 cells, GloSensor cAMP luminescence, 1 h; Potency, µM (titrated, usually from 115 µM), for the others: at the top dose activation, usual class: activators; 410,000 compounds, 0.075% hits; AID 743266, 2014; also: potency is read from the fitted curve at half-maximal effect; nearly all actives have a fitted effect of over 55% in size; some results filed as inactive show a strong effect at the top dose; inactives centre near -15; many of its hits are not listed in these tables
Target sequence (Q03431 whole entry, looked up): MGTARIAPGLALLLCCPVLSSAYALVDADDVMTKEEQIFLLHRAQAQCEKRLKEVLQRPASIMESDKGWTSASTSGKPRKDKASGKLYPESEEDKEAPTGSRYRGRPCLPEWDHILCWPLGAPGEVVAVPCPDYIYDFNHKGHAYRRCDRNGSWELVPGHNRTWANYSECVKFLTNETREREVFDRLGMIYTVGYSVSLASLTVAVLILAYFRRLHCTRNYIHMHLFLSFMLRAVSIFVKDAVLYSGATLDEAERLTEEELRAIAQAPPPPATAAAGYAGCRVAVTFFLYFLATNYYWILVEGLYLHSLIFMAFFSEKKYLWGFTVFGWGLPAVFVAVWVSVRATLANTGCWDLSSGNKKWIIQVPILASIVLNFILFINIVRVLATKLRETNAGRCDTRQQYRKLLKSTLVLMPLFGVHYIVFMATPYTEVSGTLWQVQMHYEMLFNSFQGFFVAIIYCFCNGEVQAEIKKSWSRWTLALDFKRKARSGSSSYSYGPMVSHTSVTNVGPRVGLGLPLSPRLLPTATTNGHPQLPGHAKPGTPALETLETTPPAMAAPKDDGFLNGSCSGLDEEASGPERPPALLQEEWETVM
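HEK-293-derived GP2 cells expressing PTHR1 and a GloSensor cAMP reporter, 3,000/well, plated overnight, given luciferin plus IBMX (each 0.5 mM as added) for 1 h at 37 °C, then compound for 1 h at 37 °C. Luminescence was read after 15 min at room temperature.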
DRD3 antagonist: qHTS of D3 Dopamine Receptor Antagonist: qHTS | AID 652054, 2013 | max response, negative = inhibition, % | D3R cells, DiscoveRx beta-arrestin luminescence, antagonist mode; active compounds read low | D(3) dopamine receptor (Homo sapiens), P35462 | 360,000 compounds, 2.5% hits; in the data active = max response below about -50%; inconclusive = no clear call, values can overlap the other calls; also: % is scaled to controls: 0 for no effect and ±100 for the full control effect; mostly tested at two doses, the higher about 12 µM
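Cells expressing the human receptor were seeded at 1500 cells/well, incubated overnight at 37 degrees C in 5% CO2, then exposed to library compounds with dopamine controls for 90 minutes at 37 degrees C before luminescent detection.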
* marks the source's active call; other numbers are inactive results; i = inactive; ? = inconclusive; . = not tested or not shown; & = joins results of further samples; [ ] = remark or other dose. Unless noted, calls follow the shape of the dose curve; as a rule, active = well fitted curve in the direction sought with a large enough effect; inconclusive = small, poorly fitted or top-dose-only effect, or another doubt; inactive = no such curve, though single readings can be large; an effect the other way counts as inactive or inconclusive.

SMILES | CCT chaperon mod | Mm-Cpn inhibitor | EPAC2 antag | EPAC2 ag | DRD3 agonist | pAkt inh | PTHR1 ag | DRD3 antagonist
CC(CC(=O)NCc1cccnc1)c1ccccc1 (centres undefined) | 0.7 | 3% | 11% | 11% | -13 | i | i | -7
CC1=C(C(=O)N2CCOCC2)C(c2ccccc2F)NC(=O)N1 (centres undefined) | -0.2 | 1% | 1% | 8% | 7 | i | -5% | 2
Cc1cccc(CC(=O)OCn2nnc3ccccc3c2=O)c1 | -0.2 | -2% | -21% | 1% | 0 | i | i | 18
O=C(OCc1cn(-c2ccc(Cl)c(Cl)c2)nn1)c1ccccc1 | 0.4 | 1% | 15% | 6% | 3 | i | i | 1
NC(=O)Cn1c(=O)n(CCC(=O)NCCSCc2ccccc2)c(=O)c2ccccc21 | -1.0 | 1% | 3% | 6% | 1 | i | i | 2
Cc1cccc2sc(NC(=O)CCNS(=O)(=O)c3cccc4nonc34)nc12 | 0.5 | 1% | -3% | 13% | -1 | i | i | 13
Cc1ccc(S(=O)(=O)N(CC(=O)NCCSCc2ccco2)c2cc(C)ccc2C)cc1 | -0.2 | . | -5% | -4% | -2 | i | -30%[inhibitor] | -8
Cc1ccc(CC(=O)N2CC(C)OC(C)C2)cc1 (centres undefined) | 0.7 | -1% | 11% | 7% | -3 | i | i | -1
CCOc1ccc2nc(NCCNS(=O)(=O)c3ccccc3)c(C#N)cc2c1 | -0.8 | -6% | -2%[57.1 µM] | -5% | -4 | i | -10%[57.5 µM] | -1
CN1c2ccccc2C(=O)/C(=C\Nc2ncccn2)S1(=O)=O | 1.6 | 1% | 16% | 4% | -3 | i | -12% | -6
CCCCCCCCCCCCCCCC[N+](C)(C)CC | 0.2 | -1% | -11% | -4% | -16&3 | i | -21% | 10
Cc1ccccc1NC(=O)c1ccno1 | -0.6 | -28% | 20% | -1% | 8 | i | i | -7
CC(C)Oc1ccc(N2CC(C(=O)Nc3ccccc3C(=O)NC3CC3)CC2=O)cc1 (centres undefined) | 0.0 | 1% | 2% | 3% | -11 | i | i | 0
CCc1cc(C(=O)NNC(=S)Nc2cc(C)ccc2C)cs1 | 1.3 | 1% | 6% | -4% | -3 | i | i | -17
COc1ccc(Cl)cc1NC(=O)CN(C)C(=O)CSc1ccc2c(c1)OCCO2 | -0.1 | -3% | -12% | 3% | -5 | i | -30%[inhibitor] | -1
CN(C)S(=O)(=O)c1ccc(C(=O)NCc2ccccc2)cc1 | -5.4 | 0% | -8% | 9% | -7 | i | -3%[57.5 µM] | 1
NC(=O)c1c(NC(=O)c2ccccc2Cl)sc2c1CCC2 | 0.6 | -3% | 6% | 11% | 1 | i | -24% | 6
O=C(Cc1cccc([N+](=O)[O-])c1)Nc1cccc(C(=O)N2CCCCC2)c1 | 0.2 | 0% | -8% | -8% | 4 | i | -85%[inhibitor] | 43
CNC(=O)Nc1cc(C(C)(C)C)no1 | -0.6 | 1% | 3% | 4% | -1 | i | i | 20
CCC(C)Nc1cc(C)c(C#N)c2nc3ccccc3n12 (centres undefined) | -0.8 | -3% | 5% | 5% | 7 | i | i | 19
Cc1cc2nc(CCN(C(=S)NCC3CCCO3)C3CCCC3)[nH]c2cc1C (centres undefined) | -0.3 | 1% | -1% | 10% | -1 | i | -11% | -4
O=C(O)C1CCN1C1CCCCC1 (centres undefined) | -1.4 | -4% | -28%[57.1 µM] | -20% | -11 | i | i | 6
Cc1ccc(NC(=O)CN(C)C(=O)c2cc3ccccc3o2)cc1 | -1.8 | 0% | 6% | 5% | -16 | i | -8% | ?
COc1cc(/C=C2/SC(=S)N(c3ccccc3)C2=O)ccc1Oc1nc(N2CCOCC2)nc(N2CCOCC2)n1 | 2.2 | -2% | -8% | -2% | 7 | i | -17% | 10
CN(C)CCOC(=O)NCC12CC3CC(CC(C3)C1)C2 | 1.1 | 3% | 14% | 5% | -8 | i | i | 13
Cc1cccn2cc(-c3ccc(F)cc3)nc12 | 0.1 | 0% | -5% | 1% | 1 | i | -13%[57.5 µM] | 11
CCOCCCNC(=S)Nc1cc(OCC)c(NC(=O)c2ccco2)cc1OCC | -2.8 | -1% | -12% | 8% | 2 | i | i | 9
CN(C)c1ccc(CNn2cnnc2SCc2ccc(F)cc2)cc1 | 1.1 | -23% | 3% | -2% | 10 | i | i | -17
Cc1noc(C)c1CSCC(=O)Nc1nc2ccc(F)cc2s1 | -4.9 | 2% | -18% | 7% | -9 | i | -19% | -8
CC(=O)c1cccc(N(CC(=O)NC2CCCC2)C(=O)c2ccc(C)s2)c1 | 1.6 | -1% | -13% | 5% | 0 | i | ? | 1
Cn1ccnc1-c1nc2ccccc2[nH]c1=O | -6.4 | 0% | -3% | 2% | -25 | i | i | ?
CCOC(=O)c1ccc(NC(=O)CSc2nnc(-c3ccncc3)n2C)cc1 | -0.9 | -1% | 7% | 1% | 4 | i | i | 14
Nc1ccccc1-n1c(=O)n(Cc2ccccc2F)c(=O)c2[nH]cnc21 | 0.7 | 0% | 14% | 5% | -6 | i | i | -7
Cc1cc(C)n(-c2ccc(C(=O)C(C#N)c3nc4ccccc4n3C)cc2)n1 (centres undefined) | 0.7 | 0% | 11% | -1% | 10 | i | -9% | 4
COc1ccc(C2(C(=O)Nc3ccc(OC)cc3OC)CCCC2)cc1 | -0.6 | -2% | -24% | 21% | 5 | i | -16% | 0
CCOC(=O)C1CCCN(C(=O)c2cn(CC(C)C)c(=O)c3cc(OC)c(OC)cc23)C1 (centres undefined) | -0.7 | -1% | 19% | 20% | 0 | i | -1% | -9
Cc1noc(C)c1C(=O)N1CCOCC1 | -1.0 | 0% | -4% | 11% | -9 | i | i | -12
CCOC(=O)c1snc(-c2ccc(F)cc2)c1N | 2.7 | ? | 2% | 3% | 19 | i | i | 20
CN1C(C)(C)CC(O)(C(=O)O)CC1(C)C | -4.0 | . | 3% | 10% | -6 | i | -7% | -15
Cn1cccc1Cc1nnc(SCC(=O)NCc2ccco2)n1-c1ccc(F)cc1 | 0.7 | -2% | -2% | -19% | 1 | i | i | 13
Cc1noc(NS(=O)(=O)c2ccc(NC(=O)COc3ccc(Cl)cc3Cl)cc2)c1C | 0.8 | 0% | ? | -1% | -1 | i | i | 13
Cc1ccc(NC(=O)c2sccc2C)nc1 | 1.9 | 3% | 5% | 6% | 5 | i | -18% | 2
CC(=O)N1C[C@H]2CON(C)[C@H]2C[C@H]1c1cccc(-c2ccc(C#N)cc2)c1 | -2.5 | . | 4% | 12% | 5 | i | -22% | -2
O=C(CN1CCN(S(=O)(=O)c2ccc(Cl)cc2)CC1)Nc1ccc2c(c1)OCO2 | -11 | 1% | -18% | 0% | -5 | i | -3% | -20
Cc1csc2nc(CNC(=O)C3CC=CCC3C(=O)O)cn12 (centres undefined) | 2.2 | -2% | -8% | 7% | 2 | i | -17% | -15

Profiles, looked up by structure. Order of screens: CCT chaperon mod | Mm-Cpn inhibitor | EPAC2 antag | EPAC2 ag | DRD3 agonist | pAkt inh | PTHR1 ag | DRD3 antagonist
Profile of Cc1noc(C)c1C(=O)N1CCOCC1 → -1.0 | 0% | -4% | 11% | -9 | i | i | -12
Profile of CC(=O)N1C[C@H]2CON(C)[C@H]2C[C@H]1c1cccc(-c2ccc(C#N)cc2)c1 → -2.5 | . | 4% | 12% | 5 | i | -22% | -2
Profile of Cc1noc(NS(=O)(=O)c2ccc(NC(=O)COc3ccc(Cl)cc3Cl)cc2)c1C → 0.8 | 0% | ? | -1% | -1 | i | i | 13
Profile of CCOC(=O)C1CCCN(C(=O)c2cn(CC(C)C)c(=O)c3cc(OC)c(OC)cc23)C1 (centres undefined) → -0.7 | -1% | 19% | 20% | 0 | i | -1% | -9
Profile of Cn1ccnc1-c1nc2ccccc2[nH]c1=O → -6.4 | 0% | -3% | 2% | -25 | i | i | ?

By substructure: the entries above with a COOH group
SMILES | CCT chaperon mod | Mm-Cpn inhibitor | EPAC2 antag | EPAC2 ag | DRD3 agonist | pAkt inh | PTHR1 ag | DRD3 antagonist
O=C(O)C1CCN1C1CCCCC1 (centres undefined) | -1.4 | -4% | -28%[57.1 µM] | -20% | -11 | i | i | 6
CN1C(C)(C)CC(O)(C(=O)O)CC1(C)C | -4.0 | . | 3% | 10% | -6 | i | -7% | -15
Cc1csc2nc(CNC(=O)C3CC=CCC3C(=O)O)cn12 (centres undefined) | 2.2 | -2% | -8% | 7% | 2 | i | -17% | -15

New compounds follow
SMILES | CCT chaperon mod | Mm-Cpn inhibitor | EPAC2 antag | EPAC2 ag | DRD3 agonist | pAkt inh | PTHR1 ag | DRD3 antagonist
Cc1ccc(S(=O)(=O)N2CCC(C(=O)NN3CCCCC3)CC2)cc1 | 0.5 | 3% | 5% | 9% | 2 | i | -91%[inhibitor] | -10
CCc1nnc(NC(=O)c2ccc3c(c2)C(=O)N(CC)C3=O)s1 | -1.9 | . | 6% | -6% | 2 | i | i | 3
S=C(NC1CCCCC1)N1CCOCCOCCN(C(=S)NC2CCCCC2)CCOCCOCC1 | 1.5 | 1% | -5% | 15% | -3 | i | i | -20
CCOC(=O)Cc1csc(NC(=S)NC(=O)c2ccccc2C)n1 | -0.7 | 1% | -2% | 14% | 2 | i | i | 8
Cc1ccc(NC(=S)N2CCCC(c3ccccc3)=N2)cc1 | -3.4 | -9% | -4% | 12% | 2 | i | i | 10
COc1ccc(S(=O)(=O)Nc2ccc(S(=O)(=O)Nc3nccs3)cc2)cc1 | -0.5 | 0% | -22% | 2% | -4 | i | -1% | 15
CC1(C)CCC[C@@]2(C)CC=C(C(=O)O)[C@@H]3C[C@]312 | -0.1 | 2% | -1% | 3% | 2 | i | -19% | 18
COc1ccc(/C=C/c2nc3ccccc3n2Cc2ccccc2OC)cc1 | -1.7 | -3% | -14% | 6% | 0 | i | -35%[inhibitor] | -2

These rows are one share of the data (hit frequency here may not be typical).
